HTR5A ag: HTR5A agonism, opioid heterodimer counter-screen. P47898. HTR5A agonist assay, luminescence, cell-based. activation, % at 9.3 µM. 340,000 compounds, 0.61% hits. AID 504692; in the data active means activation mostly above about 9.5%, no sharp cut-off; inactive means mostly below about 7.6%;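 further: 0% = cells with vehicle only and 100% = reference agonist; strong numbers were not always called active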
Target sequence (P47898 whole entry, looked up): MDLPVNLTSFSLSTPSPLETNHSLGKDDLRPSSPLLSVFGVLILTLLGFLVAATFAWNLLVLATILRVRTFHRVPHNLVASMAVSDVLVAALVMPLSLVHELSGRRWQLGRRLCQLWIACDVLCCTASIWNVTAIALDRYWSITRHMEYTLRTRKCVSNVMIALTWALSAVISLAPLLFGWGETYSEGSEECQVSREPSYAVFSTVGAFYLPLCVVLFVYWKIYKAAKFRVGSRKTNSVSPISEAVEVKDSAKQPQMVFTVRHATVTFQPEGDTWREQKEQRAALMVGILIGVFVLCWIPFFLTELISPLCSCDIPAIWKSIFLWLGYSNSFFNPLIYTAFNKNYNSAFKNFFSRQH
LANA DNA inh: inhibitors of KSHV LANA C-terminal domain DNA binding; MBP-C-LANA/FAM-LBS DNA binding, fluorescence polarization; inhibition, % at 9 µM; 340,000 compounds, 0.078% hits;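 active means highest replicate inhibition at or above 60% at 9 µM, even if other replicates fall short; inactive means all replicates below 60% inhibition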;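 further: 0% = neutral control wells and 100% = 4 µM acridine orange control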
HTR5A inv ag: counter-screen for OPRM1-OPRD1 inverse agonists: human HTR5A inverse agonism | HTR5A cell line, luminescence | inhibition, % at 9.3 µM | 340,000 compounds, 0.083% hits | AID 504634; in the data active means inhibition mostly above about 23%, no sharp cut-off; inactive means mostly below about 18%;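 further: 0% = cells with DMSO and 100% = no-cell wells with DMSO; some compounds called inactive have numbers as strong as hits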
CAL-PDZ inh HTS: blocks peptide binding to the human CAL PDZ domain; purified CAL PDZ, TMR-peptide fluorescence polarization, 1 h; AID 602252; 300,000 compounds, 0.92% hits; Q9HD26; inhibition, % at 24.9 µM;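 active means mean inhibition of at least 30% with at least half of replicates also reaching 30%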;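 further: 0% = DMSO neutral control and 100% = excess unlabeled competitor peptide PRC23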
Cardiac RTF inh: cardiac RTF calcium desensitization; P19429+P45379; IANBD-labeled cardiac RTF, Ca2+ fluorescence; inhibition, % at 7.15 µM; 340,000 compounds, 0.12% hits; AID 493244;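 active means inhibition above the mean inhibition of all tested compounds plus 3 SD, cut at about 17% in these data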;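 further: assay run at fixed EC70 calcium of 1.6 mM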
V-ATPase pHluor: alters yeast V-ATPase proton transport; S. cerevisiae, pHLuorin cytosolic pH fluorescence; response, % at 10 µM; 350,000 compounds, 0.37% hits; in the data active means response mostly above about 7.3%, no sharp cut-off; inactive means mostly below about 5.4%; further: actives read high; inactives centre near 0; some compounds called inactive have numbers as strong as hits; reference of the scale not given here
RTF Ca sens act: cardiac RTF calcium sensitization | IANBD-labeled TnC RTF fluorescence at EC20 calcium; 0% EC20 calcium, 100% full calcium | activation, % at 7.2 µM | 340,000 compounds, 0.24% hits | AID 493008;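 active means activation above the mean over all tested compounds plus 3 SD, cut at about 30% in these data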;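 further: rise in fluorescence read as greater calcium sensitivity of cardiac thin filaments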
OPRM1-OPRD1 ag: agonists of human mu-delta opioid receptor heterodimerization; cells, OPRM1-OPRD1 heterodimerization, luminescence; activation, % at 9.3 µM; 340,000 compounds, 0.3% hits; AID 504326; in the data active means activation above about 18%;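 further: 0% = vehicle-treated cells and 100% = reference agonist; values of inactives mirror those of a sister screen read the other way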
OPRM1-OPRD1 inv: mu-delta opioid heterodimer inverse agonism; P35372+P41143; cell-based MOR-DOR heterodimer luminescence; inhibition, % at 9.3 µM; 340,000 compounds, 0.21% hits; in the data active means inhibition above about 22%, passing the limit was not always enough;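 further: 0% = cells with DMSO and 100% = wells without cells with DMSO; values of inactives mirror those of a sister screen read the other way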
Keap1-Nrf2 PPI: inhibitors of human Keap1-Nrf2 protein-protein interaction; Keap1 Kelch-Nrf2 peptide fluorescence polarization, 1536-well; inhibition, % at 9.4 µM; 340,000 compounds, 0.15% hits; AID 504523; in the data active means inhibition above about 12%;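 further: human Keap1 Kelch domain with fluorescein labeled Nrf2 9mer peptide probe; 0% = neutral control wells and 100% = peptide positive control; higher means more block of Keap1 binding to Nrf2 peptide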
Target sequence (Q14145 whole entry, looked up, the tested form may be a part): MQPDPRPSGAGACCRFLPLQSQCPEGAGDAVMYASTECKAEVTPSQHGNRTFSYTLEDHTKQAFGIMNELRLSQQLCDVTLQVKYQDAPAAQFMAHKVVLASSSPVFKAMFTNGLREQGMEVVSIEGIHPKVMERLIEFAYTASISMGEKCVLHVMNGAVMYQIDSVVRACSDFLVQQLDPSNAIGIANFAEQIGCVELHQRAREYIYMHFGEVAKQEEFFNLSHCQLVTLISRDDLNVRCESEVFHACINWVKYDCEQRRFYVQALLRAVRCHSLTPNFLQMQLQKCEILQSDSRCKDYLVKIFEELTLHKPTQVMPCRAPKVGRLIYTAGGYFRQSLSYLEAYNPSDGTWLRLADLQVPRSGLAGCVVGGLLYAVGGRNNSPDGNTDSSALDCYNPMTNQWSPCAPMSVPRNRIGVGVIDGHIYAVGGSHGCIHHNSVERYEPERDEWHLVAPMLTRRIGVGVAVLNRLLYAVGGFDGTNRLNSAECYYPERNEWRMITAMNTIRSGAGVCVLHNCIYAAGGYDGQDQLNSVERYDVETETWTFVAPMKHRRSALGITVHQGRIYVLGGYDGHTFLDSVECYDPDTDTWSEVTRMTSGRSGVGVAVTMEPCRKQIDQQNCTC
Numbers without * were called inactive; · = not tested or not shown.

Results follow in this order: HTR5A ag	LANA DNA inh	HTR5A inv ag	CAL-PDZ inh HTS	Cardiac RTF inh	V-ATPase pHluor	RTF Ca sens act	OPRM1-OPRD1 ag	OPRM1-OPRD1 inv	Keap1-Nrf2 PPI
1) Cn1nc(C(F)(F)F)c(C#N)c1N1CCN(c2ccccc2)CC1
→ -3	0.7	-12	-4	4	1	-2	-0.2	1	2
2) COc1ccc(CCNC(=O)C(=O)NCCCN2CCOCC2)cc1
→ -2	-2.4	5	2	4	2	0	-0.6	3	-2
3) O=C1NNC(=O)C1c1ccccc1
→ -1	-1.5	4	-4	-3	4	-2	-2.0	10	3
4) Cc1c(OCC(=O)NCc2ccncc2)ccc2c3c(c(=O)oc12)CCCC3
→ 3	-0.3	17	-25	-4	-5	3	-1.4	7	-1
5) Cc1c(C)n(C)c2ccc(C(=O)NCCc3ccco3)cc12
→ 2	-0.7	0	-7	1	3	-2	-3.7	19	-6
6) CO/N=C(/C)CCS(=O)(=O)c1ccccc1
→ 0	1.5	1	1	-18	0	0	-1.1	6	0
7) C=C1CCC[C@]2(C)C[C@H]3OC(=O)C(CN[C@@H](C)c4ccccc4)[C@H]3CC12 (some centres not stated)
→ 2	0.0	-7	-5	-6	2	-5	6.8	-30	0
8) CC(=O)Nc1ccc(Oc2cc(C#N)c(C#N)cc2N2CCOCC2)cc1
→ -2	-0.5	-32	-2	-9	1	4	-1.4	8	-5
9) CCOc1ccc(-n2ccnc(SCC(=O)NCCc3ccccc3)c2=O)cc1
→ 6	0.9	26	-6	-8	1	-7	-1.7	11	-5
10) CCc1nnc(NC(=O)CN2CCN(Cc3ccccc3Cl)CC2)s1
→ 5	-0.3	-29	-6	-1	-2	3	1.6	-8	-3
11) O=C(O)c1c(-c2ccccc2)c2oc3ccccc3c2[nH]c1=O
→ -3	-0.3	9	-7	-2	-1	0	1.1	-5	-7
12) COc1ccc(NC(=O)CSc2nnc(Cc3cccn3C)n2-c2ccc(F)cc2)cc1
→ 2	-1.7	-5	·	-14	2	0	-1.3	7	-8
13) Cc1ccccc1CSCCNC(=O)CCSc1ccccc1
→ 1	-1.4	-2	-1	-1	-3	1	-2.0	9	-6
14) COc1ccc(N2CCCn3c2nc2c3c(=O)n(CCc3ccccc3)c(=O)n2C)cc1
→ 2	-1.9	-4	-1	0	-1	6	-1.7	8	-1
15) COC(=O)C1=C(C)N(CCc2ccc(OC)c(OC)c2)C(=O)C1
→ -3	-3.0	9	3	2	31*	10	2.7	-15	-2
16) Cc1ccc(N(CC(=O)NC2CCCC2)C(=O)CCCC(=O)Nc2ccccn2)cc1C
→ 1	4.0	-1	-1	-4	-4	1	0.7	-4	0
17) O=C(CSc1nnc(-c2ccc(Br)cc2)o1)Nc1cccc2ccccc12
→ 3	-1.5	-50	·	-11	2	7	5.8	-33	-7
18) COc1ccc(N2CCN(S(=O)(=O)CCNC(=O)COc3ccccc3OC)CC2)cc1
→ -2	7.2	-10	-1	-6	0	6	-1.5	8	0
19) CCn1c(CNc2ccccc2Cl)nnc1SCCN1CCCCC1
→ 5	-0.9	-13	0	-3	4	9	2.7	-15	-7
20) Cc1cc(C)c(O)c(-c2cc(C(=O)Nc3cccnc3)[nH]n2)c1
→ 2	-0.5	0	-4	-12	4	-3	1.7	-9	3
21) COc1ccc(C2CC(=O)Oc3cc(C)c(Cl)cc32)cc1 (configuration not stated)
→ -1	-1.0	2	-4	-8	-1	0	2.9	-13	2
22) CSc1ccc(S(=O)(=O)N2CCC(C(=O)Nc3ccccc3C(F)(F)F)CC2)cc1
→ 0	-1.6	-22	-3	-8	2	-3	0.6	-5	-1
23) N#Cc1cccnc1Nc1ccc(Cl)cc1
→ 8	-0.8	-22	-5	-3	4	-5	-1.8	9	-2
24) COc1cccc(NC(=O)C(=O)NCc2ccncc2)c1
→ 6	-0.5	-18	-2	2	2	4	-0.2	1	2
25) Cc1nc(=O)c(-c2ccccc2)c(C)n1CCCO
→ -1	0.4	12	-5	-5	-5	-2	-2.2	13	-1
26) O=C(CN1CCN(c2ccc(O)cc2)CC1)NC(=O)NCc1ccco1
→ -1	0.2	2	-7	-10	3	9	1.3	-7	-4
27) O=C(NNC(=O)[C@@H]1CCCC[C@@H]1C(=O)O)Nc1ccccc1
→ 0	-0.8	11	-4	-3	1	3	-3.5	18	-3
28) Cn1c(CNC(=O)OC(C)(C)C)nnc1SCC(=O)N1CCOCC1
→ -2	-1.5	5	-4	-6	3	4	-1.6	8	-6
29) C=CCOc1c2ccc(C(=O)N(CC)c3ccc(OC)cc3)cc2nn1C
→ 2	-1.3	-12	-4	6	2	-1	0.4	-2	0
30) O=C(c1cc2ccccc2o1)N1CCN(CCOc2ccccc2)CC1
→ -6	-0.6	14	-2	-2	5	-2	0.0	0	-4

Along the list, as entered above.
Compounds 3 to 7 in HTR5A inv ag: 4, 17, 0, 1, -7

Additional structures
Results follow in this order: HTR5A ag	LANA DNA inh	HTR5A inv ag	CAL-PDZ inh HTS	Cardiac RTF inh	V-ATPase pHluor	RTF Ca sens act	OPRM1-OPRD1 ag	OPRM1-OPRD1 inv	Keap1-Nrf2 PPI
31) N#CCC(=O)N/N=C1\CCCCC1C1CCCCC1 (configuration not stated)
→ 0	3.3	16	-3	12	-2	7	-2.7	15	4
32) O=C(O)c1cc(O)ccc1NC(=O)C(c1ccccc1)c1ccccc1
→ 2	-0.1	-8	-1	-12	-3	1	-1.4	6	-1
33) CCc1ccc(CN2C(=O)c3ccccc3C2C(=O)NCC2CCCO2)cc1 (configuration not stated)
→ -1	-0.7	2	-1	-9	0	3	-1.9	11	2
34) Cc1ccc(-n2c(=O)c3ccccc3n(CC(=O)C(C)(C)C)c2=O)cc1
→ 0	-0.1	-1	1	-1	1	-2	-2.5	13	-1
35) CCCCCC1CC(CC#CCN2CCOCC2)C(=O)O1 (configuration not stated)
→ 3	-0.7	-4	-6	-8	-4	7	1.6	-9	-4
36) Cc1nn(CC2CCCCC2)c(N)c1-c1ccccc1
→ 3	1.6	-8	8	-5	6	3	3.8	-21	-5
37) Cc1ccccc1CNC(=O)C1CCC(=O)N(CC2CCCCC2)C1 (configuration not stated)
→ -1	-0.5	7	-8	-5	-3	-2	-1.7	9	-3
38) CC(C)CNC(=S)NC1CC2CCC(C1)N2Cc1ccccc1 (configuration not stated)
→ -2	-0.1	16	-4	4	4	0	1.1	-6	1
39) CC1=NOC(=O)/C1=C\c1ccc(-c2cc(Cl)ccc2Cl)o1
→ 0	-1.1	0	2	2	7	-2	-1.7	8	2
40) CC(C)n1nc(C(=O)Nc2ccc3c(c2)OCO3)c2ccccc2c1=O
→ -1	-1.7	2	-1	-6	0	5	4.7	-19	1
41) CC(=O)N[C@@H](Cc1c[nH]c2ccccc12)C(=O)OCC(=O)Nc1cc(C)on1
→ 0	1.8	-1	-4	-5	8	-1	-0.3	1	-5
42) O=c1cc(CSc2nc(NCc3ccccc3)c3ccccc3n2)nc2ccc(Cl)cn12
→ 3	0.4	18	-2	0	-1	1	-4.1	22	-6
43) CS(=O)(=O)c1ccc2nc(NC(=O)CCS(=O)(=O)c3ccccc3)sc2c1
→ -6	-0.9	19	-1	-5	-3	-2	-0.6	4	-4
44) Cc1nnc2ccc(-c3ccc(NC(=O)c4cccnc4Cl)cc3)nn12
→ 0	-0.5	-4	-6	-5	1	0	1.1	-6	3
45) CCOc1ccc(OCCSc2nc(C)cc(=O)[nH]2)cc1
→ -7	-1.3	16	-3	-7	-3	4	-3.8	16	0
46) CC1(c2ccc(OC(F)F)cc2)NC(=O)N(CC(=O)Nc2ccccc2)C1=O (configuration not stated)
→ 4	-0.4	-11	-1	-5	1	5	-3.0	16	-4
47) O=C(Oc1ccccc1C(=S)N1CCCCC1)c1cc([N+](=O)[O-])cc([N+](=O)[O-])c1
→ 14	-0.3	-38	-2	-6	1	3	7.6	-41	0
48) Cc1ccc(CNC(=O)CCSCc2ccc(C)cc2)cc1
→ 4	-1.3	-14	-5	-7	1	3	-3.2	15	4
49) CSC1=C(C#N)C(c2ccc(C)cc2)C2=C(CCCC2=O)N1 (configuration not stated)
→ -4	-1.5	14	·	-2	0	-3	-1.9	10	-7
50) O=C(NCC(c1ccco1)N1CCN(c2ccccc2F)CC1)c1cccs1 (configuration not stated)
→ 7	0.2	-21	-5	-7	0	-2	1.3	-9	-4

A different layout for part of the listing above:
46: CC1(c2ccc(OC(F)F)cc2)NC(=O)N(CC(=O)Nc2ccccc2)C1=O (configuration not stated)
  HTR5A ag = 4
  LANA DNA inh = -0.4
  HTR5A inv ag = -11
  CAL-PDZ inh HTS = -1
  Cardiac RTF inh = -5
  V-ATPase pHluor = 1
  RTF Ca sens act = 5
  OPRM1-OPRD1 ag = -3.0
  OPRM1-OPRD1 inv = 16
  Keap1-Nrf2 PPI = -4
47: O=C(Oc1ccccc1C(=S)N1CCCCC1)c1cc([N+](=O)[O-])cc([N+](=O)[O-])c1
  HTR5A ag = 14
  LANA DNA inh = -0.3
  HTR5A inv ag = -38
  CAL-PDZ inh HTS = -2
  Cardiac RTF inh = -6
  V-ATPase pHluor = 1
  RTF Ca sens act = 3
  OPRM1-OPRD1 ag = 7.6
  OPRM1-OPRD1 inv = -41
  Keap1-Nrf2 PPI = 0

6 entries already listed, ordered by molar mass, low to high.
Results follow in this order: HTR5A ag	LANA DNA inh	HTR5A inv ag	CAL-PDZ inh HTS	Cardiac RTF inh	V-ATPase pHluor	RTF Ca sens act	OPRM1-OPRD1 ag	OPRM1-OPRD1 inv	Keap1-Nrf2 PPI
23) N#Cc1cccnc1Nc1ccc(Cl)cc1
→ 8	-0.8	-22	-5	-3	4	-5	-1.8	9	-2
24) COc1cccc(NC(=O)C(=O)NCc2ccncc2)c1
→ 6	-0.5	-18	-2	2	2	4	-0.2	1	2
15) COC(=O)C1=C(C)N(CCc2ccc(OC)c(OC)c2)C(=O)C1
→ -3	-3.0	9	3	2	31*	10	2.7	-15	-2
13) Cc1ccccc1CSCCNC(=O)CCSc1ccccc1
→ 1	-1.4	-2	-1	-1	-3	1	-2.0	9	-6
30) O=C(c1cc2ccccc2o1)N1CCN(CCOc2ccccc2)CC1
→ -6	-0.6	14	-2	-2	5	-2	0.0	0	-4
33) CCc1ccc(CN2C(=O)c3ccccc3C2C(=O)NCC2CCCO2)cc1 (configuration not stated)
→ -1	-0.7	2	-1	-9	0	3	-1.9	11	2
